# PfHsp40 rescue – compounds rescuing yeast from Plasmodium falciparum HSP40 toxicity; S. cerevisiae expressing PfHsp40, growth rescue, ATP luminescence; 0.68% of 340,000 active; growth rescue, % at 12.5 µM; in the data active = growth rescue above about 28%, passing the limit was not always enough; inconclusive = no clear call, values can overlap the other calls;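 also: yeast W303a lacking pdr1 and pdr3 grown in galactose medium; growth measured after three days at 30 °C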
# BoNT A protease – blocks Botulinum neurotoxin A light chain protease. multiplex microsphere protease substrate cleavage, flow cytometry. inhibition, % at 10 µM. 0.17% of 360,000 active. AID 588499; also: plate controls were buffer without enzyme for full effect and enzyme alone for no effect
# BioA inh – inhibitors of Mycobacterium tuberculosis BioA enzyme; purified M. tuberculosis BioA enzyme, plate reader; inhibition, % at 9.99 µM; 0.096% of 360,000 active; in the data active = inhibition above about 40%; inconclusive = no clear call, values can overlap the other calls
# GDH-TPI inh – GDH-TPI coupled enzyme inhibition counter-screen | GDH-TPI coupled enzyme counterscreen, NADH absorbance | inhibition, % at 4.8 µM | 1.2% of 360,000 active | AID 588335; in the data active = inhibition above about 30%;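 also: 0% = DMSO wells and 100% = wells lacking the enzyme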
# BoNT F protease – BoNT F light chain protease inhibition; inhibition, % at 10 µM; Multiplex microsphere protease cleavage assay, flow cytometry; 0.22% of 360,000 active; in the data active = inhibition above about 35%, passing the limit was not always enough; inconclusive = no clear call, values can overlap the other calls; also: plate controls were buffer without enzyme for full effect and enzyme alone for no effect
# FBA Mtb inh – inhibitors of M. tuberculosis fructose-bisphosphate aldolase | 2.3% of 360,000 active | purified M. tuberculosis FBA, fluorescence read-out | inhibition, % at 1 µM; in the data active = inhibition above about 27%;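 also: 0% = vehicle and 100% = reference inhibitor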
# Target sequence (P9WQA3 whole entry, looked up): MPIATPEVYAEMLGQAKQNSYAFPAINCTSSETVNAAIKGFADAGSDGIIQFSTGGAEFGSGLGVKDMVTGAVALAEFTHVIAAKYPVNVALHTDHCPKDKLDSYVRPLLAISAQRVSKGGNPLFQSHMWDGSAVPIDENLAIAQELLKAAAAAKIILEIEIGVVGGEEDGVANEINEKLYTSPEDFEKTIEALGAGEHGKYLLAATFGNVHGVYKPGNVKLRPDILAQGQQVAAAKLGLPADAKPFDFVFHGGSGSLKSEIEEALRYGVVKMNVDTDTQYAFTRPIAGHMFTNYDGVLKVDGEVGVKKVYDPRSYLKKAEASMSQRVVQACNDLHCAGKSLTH
# FadD28 binding – inhibitors of Mycobacterium tuberculosis FadD28 bisubstrate binding; inhibition, % at 12.5 µM; FadD28 bisubstrate probe binding, fluorescence polarization; 0.22% of 360,000 active; AID 588549; in the data active = inhibition above about 8.5%, passing the limit was not always enough; inconclusive = no clear call, values can overlap the other calls
# Anthrax LF prot – anthrax lethal factor protease inhibition; inhibition, % at 10 µM; multiplex microsphere protease cleavage assay, LF; 0.12% of 360,000 active; P15917; also: plate controls were buffer without enzyme for full effect and enzyme alone for no effect
# UGM FP inh – inhibitors of M. tuberculosis UDP-galactopyranose mutase; P9WIQ1; purified UGM, fluorescence polarization probe displacement; inhibition, % at 10 µM; 0.06% of 320,000 active; in the data active = inhibition above about 10%, passing the limit was not always enough; inconclusive = no clear call, values can overlap the other calls
# Target sequence (P9WIQ1 whole entry, looked up): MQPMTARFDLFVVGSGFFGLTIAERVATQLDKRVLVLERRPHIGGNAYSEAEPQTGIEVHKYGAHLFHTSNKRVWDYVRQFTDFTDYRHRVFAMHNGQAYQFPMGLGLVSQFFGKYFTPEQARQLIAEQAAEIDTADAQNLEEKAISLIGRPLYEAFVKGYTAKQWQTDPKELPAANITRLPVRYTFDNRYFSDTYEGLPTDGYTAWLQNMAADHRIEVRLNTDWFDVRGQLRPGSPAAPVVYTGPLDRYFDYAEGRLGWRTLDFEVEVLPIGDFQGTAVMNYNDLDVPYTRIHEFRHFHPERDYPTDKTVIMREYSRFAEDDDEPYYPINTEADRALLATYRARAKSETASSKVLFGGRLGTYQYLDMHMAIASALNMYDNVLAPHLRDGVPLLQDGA
# Active calls of the source: *; ? = inconclusive; · = no result given. Rule as the data show it, unless noted: active = inhibition above about 30%; inconclusive = no clear call, values can overlap the other calls; inactive = below that.
[1] COc1cc(CN2C(=O)C(NC(=O)c3ccco3)(C(F)(F)F)C3=C2CC(C)(C)CC3=O)cc(OC)c1 (configuration not stated)
[2] COC(=O)c1ccccc1NC(=O)COC(=O)/C=C/c1cccs1
[3] O=C(NC(N1CCOCC1)C(Cl)(Cl)Cl)c1ccccc1Cl (configuration not stated)
[4] CCCCN(CC)CCNC(=O)CN(C)S(=O)(=O)c1ccc2c(c1)c(=O)n(C)c(=O)n2C
[5] O=C(O)c1ccc(/C=N/NC(=O)c2ccc(Br)cc2)cc1
[6] COc1ccc(-c2nc(-c3ccncc3)no2)c(OC)c1
assay / entry	1	2	3	4	5	6
PfHsp40 rescue	0.1	-0.9	-0.2	0.4	-0.7	-0.4
BoNT A protease	-1.5	-0.4	0.2	0.7	0.0	-4.0
BioA inh	0.5	3.0	-1.4	-1.3	3.3	-0.8
GDH-TPI inh	-2.8	9.4	2.5	7.9	14.0	1.1
BoNT F protease	-12.6	-0.2	-3.5	3.5	1.8	?
FBA Mtb inh	3.4	-2.0	-0.9	4.9	-1.6	-1.6
FadD28 binding	-1.1	-2.5	-0.7	-0.4	-2.6	-1.9
Anthrax LF prot	-4.9	0.5	-3.1	0.0	-0.1	13.8
UGM FP inh	-3.8	-1.6	-2.3	-3.7	1.8	0.0

[7] Cc1ccc(S(=O)(=O)N2CCC(C(=O)OCC(=O)NCCc3ccccc3)CC2)cc1C
[8] Cc1cccc(C(=O)Nc2ccc(C(=O)N/N=C/c3ccc(C)o3)cc2)c1
[9] CCOc1ccc(OCc2ccc(C(=O)NCc3cccnc3)o2)cc1
[10] O=C(Nc1ccc(N2CCN(C(=O)c3ccco3)CC2)c(Cl)c1)c1c(F)c(F)c(F)c(F)c1F
[11] CCCc1nc2ccc(NC(C)=O)cc2c(=O)n1Cc1ccc(Cl)cc1
[12] CC(C)c1ccccc1OCC(=O)Nc1cc(S(=O)(=O)N2CCOCC2)ccc1N1CCCC1
assay / entry	7	8	9	10	11	12
PfHsp40 rescue	·	-0.4	0.9	14.0	1.0	-0.7
BoNT A protease	0.1	2.3	-0.1	0.0	-1.7	-0.7
BioA inh	·	0.8	·	-1.8	·	·
GDH-TPI inh	2.1	40.8*	-0.9	0.0	9.3	-8.6
BoNT F protease	5.2	8.0	-7.2	-12.9	-9.7	-3.2
FBA Mtb inh	2.3	-3.0	3.9	-1.5	24.1	-1.2
FadD28 binding	-1.2	-2.1	-1.9	0.1	-1.3	-0.4
Anthrax LF prot	-0.4	-1.6	-2.8	-4.3	-6.9	?
UGM FP inh	1.8	2.2	-2.0	-1.3	-0.7	-2.5

[13] O=C(CCN1CCN(CCO)CC1)Nc1cccc(Br)c1
[14] O=C(NCc1cccnc1)c1ccc(COc2ccccc2Cl)o1
[15] CCn1c(CNC(=O)c2ccccc2F)nnc1SCC(=O)Nc1nncs1
[16] CCn1nc(C)cc1C(=O)N1CCCC(N2CCN(Cc3ccc4c(c3)OCO4)CC2)C1 (configuration not stated)
[17] Cc1cccc(NC(=O)COC(=O)CCc2ccccc2)c1C
[18] CC(c1ccccc1C(O)(c1ccccc1)c1ccccc1)N(C)C (configuration not stated)
assay / entry	13	14	15	16	17	18
PfHsp40 rescue	0.7	1.6	-0.2	0.4	-0.2	0.3
BoNT A protease	-4.3	-0.5	0.3	-2.1	-2.8	-3.3
BioA inh	·	·	1.6	-1.4	-0.9	·
GDH-TPI inh	-0.5	-12.8	-3.8	5.9	-8.6	7.1
BoNT F protease	?	-1.7	5.6	0.8	-16.0	-18.2
FBA Mtb inh	-1.7	-3.6	1.2	-0.2	-0.5	1.8
FadD28 binding	-1.5	-3.7	-4.1	-1.6	-1.1	0.6
Anthrax LF prot	12.8	-9.3	0.8	0.6	-13.0	-2.7
UGM FP inh	4.4	0.4	-0.7	1.9	-0.8	-2.8

[19] CCOC(=O)c1[nH]c2ccccc2c1NC(=O)c1cc(OC)c(OC)c(OC)c1
[20] Cc1ccc(S(=O)(=O)CCC(=O)OCC(=O)N2CCN(S(=O)(=O)c3ccc(Cl)cc3)CC2)cc1
[21] CN(C)c1ccc(NC(=O)CSc2nc(C3CC3)nc3ccccc23)cc1
[22] O=C(NNC(=O)C1CCN(S(=O)(=O)c2ccccc2)CC1)c1ccccc1O
[23] Cc1nc(=S)c2c([nH]1)-c1ccccc1CC21CCCCC1
[24] CCO[C@H]1OC(C(=O)Nc2ccccc2)=C[C@@H](C)[C@@H]1CCCO
assay / entry	19	20	21	22	23	24
PfHsp40 rescue	1.1	-0.9	-0.4	0.1	0.5	-0.5
BoNT A protease	-0.8	2.3	-1.4	0.4	·	0.7
BioA inh	-0.2	-3.8	-1.3	-0.7	-2.1	0.2
GDH-TPI inh	15.0	1.1	5.2	5.2	1.5	5.4
BoNT F protease	-3.5	2.4	-2.6	12.6	·	3.7
FBA Mtb inh	-0.5	0.1	0.3	12.7	0.6	6.8
FadD28 binding	-1.5	-1.0	-3.2	·	-0.5	-0.4
Anthrax LF prot	-5.2	0.1	-0.9	0.8	·	-6.1
UGM FP inh	1.0	1.3	1.2	-6.8	1.8	-6.3

# Structures listed so far that have bromine, in the order listed:
[5] O=C(O)c1ccc(/C=N/NC(=O)c2ccc(Br)cc2)cc1
[13] O=C(CCN1CCN(CCO)CC1)Nc1cccc(Br)c1
assay / entry	5	13
PfHsp40 rescue	-0.7	0.7
BoNT A protease	0.0	-4.3
BioA inh	3.3	·
GDH-TPI inh	14.0	-0.5
BoNT F protease	1.8	?
FBA Mtb inh	-1.6	-1.7
FadD28 binding	-2.6	-1.5
Anthrax LF prot	-0.1	12.8
UGM FP inh	1.8	4.4

# (continued)
[25] Cc1ccc(S(=O)(=O)N2CCOCC2)cc1NC(=O)CN1CCN(c2ccc(O)cc2)CC1
[26] Cc1ccc(S(=O)(=O)Nc2ccc3c(c2)c2c(n3S(=O)(=O)c3ccc(C)cc3)CCCC2=O)cc1
[27] CC(NC(=O)COc1ccccc1Cl)c1ccccc1 (configuration not stated)
[28] CCCN(C(=O)CCCSc1nc2ccccc2[nH]1)c1c(N)n(Cc2ccccc2)c(=O)[nH]c1=O
[29] COc1ccc(C(CC(=O)NC(C)c2ccc(-c3ccccc3)cc2)NC(C)=O)cc1 (configuration not stated)
[30] O=C(CCc1nnc(CCCCc2ccccc2)o1)NCCCc1cccnc1
assay / entry	25	26	27	28	29	30
PfHsp40 rescue	0.9	-1.1	-0.2	1.7	0.2	-0.1
BoNT A protease	-0.2	-0.3	-2.3	9.3	-0.6	0.2
BioA inh	0.6	-0.6	-0.4	-1.9	-3.9	·
GDH-TPI inh	7.4	-4.9	-3.6	2.1	3.0	-5.0
BoNT F protease	-1.4	-4.8	-9.6	2.8	1.6	-3.9
FBA Mtb inh	0.4	-3.8	4.6	3.4	3.5	-0.2
FadD28 binding	-3.5	-3.7	1.2	-1.7	-0.2	-1.5
Anthrax LF prot	-2.6	0.4	-6.7	1.7	3.2	1.6
UGM FP inh	2.2	0.6	-1.3	-2.2	1.8	-1.0

[31] CC12CC3CC(C)(C1)CC(C(=O)NC1=NCCS1)(C3)C2
[32] CC1(C(=O)NCc2ccccc2)CCC(=O)N1CC(F)(F)F (configuration not stated)
[33] C#CCOCCOCCOCCNc1nc(N2CCOCC2)nc(N2CCN(C(=O)CCCCCCCCCCNC(=O)[C@H](CO)n3cc(CCCSC)nn3)CC2)n1
[34] CCN1CCN(C(=O)c2cc(COc3ccc(F)cc3F)on2)[C@@H](C)C1=O
[35] CCCCS(=O)(=O)N1CCC(C(=O)NCC2CCCO2)CC1 (configuration not stated)
[36] COC(=O)c1ccc(Oc2c(C)oc3cc(OCc4cnn(-c5ccccc5)c4)ccc3c2=O)cc1
assay / entry	31	32	33	34	35	36
PfHsp40 rescue	0.0	·	2.1	0.6	-0.1	-0.7
BoNT A protease	-1.5	-0.8	-0.3	0.1	0.8	-0.2
BioA inh	-0.1	-2.0	-1.9	-1.6	0.1	-3.8
GDH-TPI inh	3.4	·	-1.3	-9.8	-0.5	2.7
BoNT F protease	-17.0	-2.7	-2.5	-1.3	-20.5	-15.9
FBA Mtb inh	4.1	0.1	-0.3	0.9	1.6	2.0
FadD28 binding	0.9	-3.5	-2.7	-2.1	-2.0	-0.7
Anthrax LF prot	-4.6	0.4	5.1	-0.8	-1.6	0.1
UGM FP inh	3.2	·	2.7	1.9	-2.8	2.1

# Arranged by number of heavy atoms (low to high): part of the list above
[35] CCCCS(=O)(=O)N1CCC(C(=O)NCC2CCCO2)CC1 (configuration not stated)
[34] CCN1CCN(C(=O)c2cc(COc3ccc(F)cc3F)on2)[C@@H](C)C1=O
[36] COC(=O)c1ccc(Oc2c(C)oc3cc(OCc4cnn(-c5ccccc5)c4)ccc3c2=O)cc1
assay / entry	35	34	36
PfHsp40 rescue	-0.1	0.6	-0.7
BoNT A protease	0.8	0.1	-0.2
BioA inh	0.1	-1.6	-3.8
GDH-TPI inh	-0.5	-9.8	2.7
BoNT F protease	-20.5	-1.3	-15.9
FBA Mtb inh	1.6	0.9	2.0
FadD28 binding	-2.0	-2.1	-0.7
Anthrax LF prot	-1.6	-0.8	0.1
UGM FP inh	-2.8	1.9	2.1

# (further entries)
[37] C[C@H]1CNC(=O)c2c(C(=O)N3CCN(C(=O)OC(C)(C)C)CC3)ncn21
[38] O=C1NC(=Nc2ccccc2Br)SC1(CO)CO
[39] COc1ccc(NC(=O)c2cc(-c3ccco3)nc3ccccc23)cn1
[40] CC(C)(C)c1ccc(/C=C2\Oc3cc(OC(=O)N4CCOCC4)ccc3C2=O)cc1
[41] O=C(CCN1C(=O)c2ccccc2C1=O)Nc1ccc(S(=O)(=O)N2CCOCC2)cc1
[42] CSc1nc(C2CC2)cc(-c2cccs2)c1C#N
assay / entry	37	38	39	40	41	42
PfHsp40 rescue	·	-0.9	-0.3	0.0	2.3	3.2
BoNT A protease	-0.5	-4.0	-3.3	9.1	-6.5	-0.1
BioA inh	-3.1	0.7	-1.6	·	-1.2	0.0
GDH-TPI inh	·	-6.6	17.2	8.4	0.7	7.3
BoNT F protease	-10.5	?	-3.1	2.3	-6.0	-8.9
FBA Mtb inh	1.2	2.2	11.1	0.3	-1.9	3.9
FadD28 binding	1.1	-4.6	-2.4	-1.3	-1.7	-0.9
Anthrax LF prot	-3.6	-9.4	-2.0	5.5	-2.2	2.2
UGM FP inh	·	0.7	0.3	1.3	1.5	0.6

[43] CCCCCC(=O)Nc1nc(C)c(-c2csc(Nc3ccccc3OC)n2)s1
[44] COc1ccc(CCNc2nc(-c3sc(N)nc3C)cs2)cc1OC
[45] O=C(COc1ccc(F)c(Cl)c1)c1ccc[nH]1
[46] CCN(C(=O)CCCCC(=O)N(CC)c1ccccc1)c1ccccc1
[47] CC(Sc1nnc(Cc2ccc([N+](=O)[O-])cc2)o1)C(N)=O (configuration not stated)
[48] Cc1ccc(S(=O)(=O)N(C)C)cc1NC(=O)c1ccc(OC(F)(F)F)cc1
assay / entry	43	44	45	46	47	48
PfHsp40 rescue	-1.0	-1.6	0.7	-0.8	-0.2	0.0
BoNT A protease	-0.6	1.6	0.1	4.1	-3.5	1.0
BioA inh	-9.4	-0.6	-0.8	1.0	·	·
GDH-TPI inh	9.0	5.2	-8.7	-3.1	12.5	5.9
BoNT F protease	-12.7	-13.5	-15.1	?	-7.3	11.2
FBA Mtb inh	1.2	-6.2	-7.2	3.9	2.7	8.9
FadD28 binding	-7.0	-3.8	-5.0	-1.4	-2.5	-1.2
Anthrax LF prot	1.3	-3.4	0.9	-0.3	-3.5	0.4
UGM FP inh	1.5	3.1	-0.2	3.7	0.2	1.0

[49] COc1cccc(=O)c2c(C)n(-c3cc(C)cc(C)c3)c(C)c12
[50] O=C(COc1ccc([N+](=O)[O-])cc1Cl)N(C1CCCCC1)C1CCS(=O)(=O)C1 (configuration not stated)
[51] O=C(Cc1cccc2ccccc12)NCC(=O)N1CCN(Cc2cccc(C(F)(F)F)c2)CC1
[52] CCCn1nnc(NC(=S)NC(=O)c2ccccc2OC)n1
assay / entry	49	50	51	52
PfHsp40 rescue	0.5	-0.6	1.3	1.7
BoNT A protease	3.0	4.4	-0.5	-1.5
BioA inh	-1.6	0.2	-3.5	-1.2
GDH-TPI inh	2.5	-0.3	7.3	-11.0
BoNT F protease	0.7	-1.1	-7.5	0.3
FBA Mtb inh	0.6	0.3	6.3	1.9
FadD28 binding	-3.8	-1.2	0.1	-4.3
Anthrax LF prot	-2.6	1.7	1.0	-4.8
UGM FP inh	-1.0	·	0.8	-0.3
